Source: PubChem BioAssay (The Scripps Research Institute Molecular Screening Center)
TEAD-YAP inh: TEAD-YAP interaction inhibition. HEK-TIYL cells, TEAD-Gal4/YAP UAS-luciferase luminescence. 1.4% of 640,000 active. inhibition, % at 9.12 µM; in the data active = inhibition above about 32%;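 note: 0% = median of test compound wells and 100% = reference inhibitor wells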
FBW7 activator: human FBW7 E3 ligase activation, primary screen | AlphaScreen FBW7–phospho-cyclin E peptide binding, activator screen | normalized activity (activation), % at 26.1 µM | 0.13% of 650,000 active | AID 1259310; in the data active = normalized activity above about 1.9%;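 note: purified mutant Fbw7 with reduced substrate affinity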
MITF inh: blocks human microphthalmia-associated transcription factor; inhibition, % at 2.6 µM; 0.91% of 650,000 active; AlphaScreen MITF homodimerization, bead proximity signal; in the data active = inhibition above about 50%;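 note: 0% = vehicle wells with protein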
Target sequence (O75030 whole entry, looked up): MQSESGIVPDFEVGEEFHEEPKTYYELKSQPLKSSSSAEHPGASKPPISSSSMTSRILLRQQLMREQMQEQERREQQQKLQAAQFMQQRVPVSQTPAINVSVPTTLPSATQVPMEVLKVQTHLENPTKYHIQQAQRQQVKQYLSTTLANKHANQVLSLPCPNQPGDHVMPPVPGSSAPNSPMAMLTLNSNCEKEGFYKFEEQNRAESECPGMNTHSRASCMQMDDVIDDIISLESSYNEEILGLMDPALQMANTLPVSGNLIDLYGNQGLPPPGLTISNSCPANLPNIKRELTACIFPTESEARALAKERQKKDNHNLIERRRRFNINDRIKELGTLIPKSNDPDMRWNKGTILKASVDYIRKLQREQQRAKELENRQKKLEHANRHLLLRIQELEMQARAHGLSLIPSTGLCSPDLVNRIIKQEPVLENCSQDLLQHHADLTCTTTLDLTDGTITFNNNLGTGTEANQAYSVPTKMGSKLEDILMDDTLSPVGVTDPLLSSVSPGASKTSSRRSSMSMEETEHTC
GPR151 ag: activators of human GPR151; Q8TDV0; PathHunter beta-arrestin GPR151 cells, luminescence; activation, % at 11.2 µM; 1% of 650,000 active; in the data active = activation above about 4.9%;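 note: 0% = median of compound wells and 100% = cells with positive control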
Target sequence (Q8TDV0 whole entry, looked up): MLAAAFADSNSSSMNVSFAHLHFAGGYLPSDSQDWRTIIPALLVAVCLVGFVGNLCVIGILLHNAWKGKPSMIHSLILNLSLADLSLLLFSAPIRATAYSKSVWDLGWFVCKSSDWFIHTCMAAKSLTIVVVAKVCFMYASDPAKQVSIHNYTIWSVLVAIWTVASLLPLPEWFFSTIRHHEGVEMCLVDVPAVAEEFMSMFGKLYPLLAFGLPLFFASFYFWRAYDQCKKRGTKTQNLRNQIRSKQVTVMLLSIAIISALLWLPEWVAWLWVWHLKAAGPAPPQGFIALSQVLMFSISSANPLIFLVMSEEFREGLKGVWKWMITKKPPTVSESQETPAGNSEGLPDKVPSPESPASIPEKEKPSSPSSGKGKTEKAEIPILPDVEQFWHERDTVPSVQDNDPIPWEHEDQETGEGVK
The depositor's hits bear a star; . = no result given; & = joins results of further samples. Rows were taken by chance; any-hit rate near 3.4%.

SMILES	TEAD-YAP inh	FBW7 activator	MITF inh	GPR151 ag
COc1ccccc1NC(=O)CSc1nc2ccc(NC(=O)CSc3ccccn3)cc2s1	10.1	0.1	19.2	-0.2
CCCCn1c(=O)c(C#N)cc2c(=O)n3cc(C)ccc3nc21	-3.6	0.0	3.5	0.8
Cc1[nH]c(C#N)c(C)c1C1C(C#N)=C(N)OC2=C1C(=O)CC(C)(C)C2 (stereo not drawn)	-3.3	0.0	10.6	-1.8
COc1ccc(C2(C(=O)N3CCC4(CC3)CC(O)(c3nccs3)CO4)CCCC2)cc1 (stereo not drawn)	-17.4	1.1	14.2	0.9
COc1ccc(Nc2nnc(-c3ccc(C)c(S(=O)(=O)NC(C)(C)C)c3)c3ccccc23)cc1C(N)=O	2.0	0.0	-8.8	-1.6
COc1cc(CN2CCC(C(=O)Nc3ccc4[nH]ncc4c3)C2)cc(OC)c1 (stereo not drawn)	-8.2	0.1	9.7	1.5
Cc1cccnc1NC(=O)COc1ccc2c(c1)C(=O)CC2	-45.6	0.0	-4.4	1.5
CCN1CCN(C(c2ccccc2Cl)c2nnnn2Cc2ccc3c(c2)OCO3)CC1 (stereo not drawn)	8.8	-0.1	-14.8	-0.9
O=C(c1ccc(Cl)cc1)N1CCN2C(=O)[C@@H]3CSCN3C(=O)[C@H]2C1	-2.5	0.1	17.4	-1.2
COC(=O)C1C(O)=C(C=Nc2ccc(N)cc2)C(=O)CC1(C)C (stereo not drawn)	-0.2	-0.4	4.7	0.4
Cc1cc(C(=O)N2CCN(c3ccc(Cl)cc3[N+](=O)[O-])CC2)c(C)o1	0.7	0.1	16.9	-2.5
O=C(NCc1cccnc1)c1cncc(-c2ccccc2)c1	0.1	0.1	-13.4	-0.7
COc1cccc(NC(=O)C2CC(=O)N(Cc3ccccc3)C2)c1 (stereo not drawn)	-0.1	0.0	3.6	-0.1
COc1cc2nc(-c3ccc(Br)o3)oc(=O)c2cc1OC	3.3	0.1	22.5	0.3
O=C(N/N=C/c1c[nH]c2ccc(Br)cc12)c1ccncc1	11.1	0.1	5.3	-0.1
Cn1nc(C(=O)OCc2nnc(-c3ccccc3)o2)c2ccccc2c1=O	-11.1	0.2	3.7	0.2
COc1ccc(NC(=O)c2cc(C)nn2-c2ccccc2)c(OC)c1	-2.3	0.3	18.5	0.0
CC(C)C(OC(=O)c1cc2occc2n1C)C(=O)NC(C)(C)C (stereo not drawn)	-14.5	-0.2	-5.6	2.4
O=C(N[C@H]1C[C@H]2C(=O)N[C@H](CO)C(=O)N2C1)Oc1ccccc1	-8.8	0.0	-12.1	-1.6
CCOC(=O)C1=C(C)N=c2s/c(=C/c3ccc(OC)c(OC)c3)c(=O)n2C1c1ccccc1 (stereo not drawn)	7.5	0.3	-13.4	-0.1
O=C(CCCCCn1c(=S)[nH]c2cc3c(cc2c1=O)OCO3)N1CCN(c2ccc(F)cc2)CC1	2.3	-0.1	2.7	-0.3
Cc1ccc2c(c1)C(=O)C(=O)N2CC(=O)OC(C)C	-0.3	-0.1	-7.5	1.5
CCCNc1nc2c(C)cccn2c(=O)c1/C=C1\SC(=S)N(C(C)C)C1=O	5.7	0.2	17.5	-1.0
CCC(C)C(=O)C(=O)NCC1CCC2(CCN(C(=O)c3ccncc3)CC2)O1 (stereo not drawn)	2.9	0.1	0.0	-0.1
O=C1CC(Nc2ccc(CCO)cc2)C(=O)N1c1ccc(Cl)cc1 (stereo not drawn)	7.7	-0.1	-1.8	0.6
Later entries
SMILES	TEAD-YAP inh	FBW7 activator	MITF inh	GPR151 ag
O=C(CC1CC1)NCC1Cc2cc(Cl)cc(-c3ccncc3)c2O1 (stereo not drawn)	-8.3	0.1	-14.1	0.0
Cc1cc(C)cc(-n2c(/C=C/c3ccc(C(C)(C)C)cc3)nc3cc(Cl)ccc3c2=O)c1	1.5	0.1	5.4	0.0
CCOC(=O)c1c(NC(C)=O)sc2c1CCc1ccccc1-2	-5.5	-0.1	5.9	0.4
Cc1cc(C)nc(SCCn2c(N3CCCCCC3)nc3c2c(=O)n(C)c(=O)n3C)n1	-15.4	0.0	4.1	0.9
COc1ccc(-c2nnc(NC(=O)c3cccc(Br)c3)o2)cc1	-6.3	0.1	-13.4	-1.7
COc1ccc(-c2nsc(SCC(=O)Nc3ccc(C)cc3)n2)cc1	-10.3	0.0	4.7	0.4
CC1CCN(C(=O)/C=C/c2c(F)cccc2Cl)CC1	-44.5	0.1	-17.7	-0.7
COc1cc(C(=O)NC(C)C(c2cccs2)N2CCCC2)cc(OC)c1OC (stereo not drawn)	-13.2	-0.1	8.5	-0.1
O=C(Nc1cc(NC(=O)c2ccccc2)cc(-c2nc3ccccc3o2)c1)c1ccccc1	1.6	-0.2	0.2	0.2
COc1ccc([C@@H]2CCN(CC(N)=O)C[C@H]2O)cc1	8.1	-0.2	1.1	0.0
CCOC(=O)CCN(Cc1ccccc1F)S(=O)(=O)c1cc(Cl)cc(Cl)c1	-7.5	0.3	14.5	0.3
Cc1oc(-c2ccccc2)nc1C(=O)OCC(N)=O	1.5	0.0	4.7	1.4
CC(=O)Oc1cccc(/C=C2/C(=O)NN(c3ccc(F)cc3)C2=O)c1	-0.9	0.1	14.7	-0.6
COC(=O)c1cc2c(cc1NC(=O)c1cc3ccccc3oc1=O)OCCO2	8.7	0.1	10.8	-0.9
COc1ccc(CNc2nc(-c3cccnc3)nn2C(=O)CC(C)C)cc1	-10.7	0.6	10.0	-2.0
N/C(=N\S(=O)(=O)c1ccccc1)c1ccccc1Cl	1.1	-0.1	-1.4	-0.7
Cc1ccc2c(c1)C(O)(C(C)C(=O)c1ccccc1)C(=O)N2 (stereo not drawn)	3.3	0.4	6.3	-0.6
COc1ccc(OC)c(/C=C2\N=C(c3cccc([N+](=O)[O-])c3)OC2=O)c1	17.4	1.1	9.0	-0.8
CC1C(=O)CC2C(=O)N(c3ccccc3)C(=O)C2C1c1ccccc1 (stereo not drawn)	-3.4	-0.1	-2.4	0.0
O=C(CCC(=O)c1ccc(Cl)cc1)OC1CCCCC1=O (stereo not drawn)	-42.6	-0.1	9.5	-0.7
C=C(C)CSc1nnc2nc(C)cc(C)n12	2.3	0.1	3.8	0.3
O=C(c1cccs1)N1N=C(c2ccccc2)CC1c1ccccc1 (stereo not drawn)	-0.4	-0.1	1.8	0.1
O=C(CN1CCC(c2nnc(-c3ccco3)s2)CC1)c1ccc(Cl)cc1	2.0	-0.4	5.6	0.2
COc1ccc(CNC(C)C)c(OC)c1OC	4.5	-0.1	18.9	-0.3
O=C1CCC(CCC(=O)N2CCCC(C(=O)c3ccc(Oc4ccccc4)cc3)C2)=NN1 (stereo not drawn)	6.5	0.0	-0.9	0.1
Continued.
SMILES	TEAD-YAP inh	FBW7 activator	MITF inh	GPR151 ag
O=C(Nc1ccccc1F)C(=O)Nc1cccc2ccccc12	-40.6	0.0	14.0	-0.4
COc1ccc(OC)c(-n2c(=O)c3ccccc3n(Cc3ccccc3C#N)c2=O)c1	16.9	-0.1	9.8	0.1
Cc1ccc(C(=O)N/C(=C\c2ccc(C(C)C)cc2)C(=O)NCc2cccnc2)cc1	9.2	0.3	8.5	-1.3
COc1ccc(C2=NOC(C(=O)Nc3cc(C)on3)C2)cc1OC (stereo not drawn)	-10.5	-0.1	-0.1	-0.5
COc1cc(C(=O)Nc2cc3cccc([N+](=O)[O-])c3oc2=O)cc(OC)c1OC	9.8	0.1	16.1	-0.7
CCCNC(=O)CSc1cn(CC(=O)N2CC(C)OC(C)C2)c2ccccc12 (stereo not drawn)	-7.3	0.5	7.1	-0.5
COc1ccccc1-c1coc2c(CN3CCC(C)CC3)c(O)ccc2c1=O	-1.8	-0.1	3.9	-0.7
CCOC(=O)C1(CCCc2ccccc2)CCN(C(=O)c2cnsn2)CC1	0.2	-0.1	-11.6	0.5
CC(C)c1ccc(NC2=NS(=O)(=O)c3ccccc32)cc1	-24.9	0.8	-4.9	-0.7
Cn1c(=O)oc2cc(S(=O)(=O)NCCC(=O)Nc3ccc4c(c3)OCCO4)ccc21	4.4	0.1	8.7	0.1
CCOc1ccc(N2C(=O)NC(=O)/C(=C\C3C(=O)N(c4ccccc4)N=C3C)C2=O)cc1 (stereo not drawn)	4.7	-0.1	17.6	-1.3
Cc1ccc(-n2ncc3c(=O)n(CC(=O)Nc4ccc([N+](=O)[O-])cc4)cnc32)c(C)c1	19.7	0.8	6.2	0.2
CC1CCC(NS(=O)(=O)c2ccc(F)c(C(=O)Nc3ccc(C(C)C)cc3)c2)CC1 (stereo not drawn)	1.1	-0.1	-6.8	0.0
CN(C)S(=O)(=O)Nc1ccc(Br)cc1F	-1.4	0.5	-17.5	0.1
Cc1cc(C)c(-c2csc(NC(=O)c3ccc(-c4ccccc4)cc3)n2)c(C)c1	9.7	0.1	7.9	-1.4
CN1C(=O)NC(c2ccccc2)(c2ccccc2)C1=O	5.5	0.0	2.6	0.4
CC(C)n1cnc2c(NCCN3CCOCC3)nc(NCCCN3CCCC3=O)nc21	2.2	0.5	-2.3	0.7
CCC(=O)N1c2ccccc2C2=C(SC(C(=O)OC)=C(C(=O)OC)C23SC(C(=O)OC)=C(C(=O)OC)S3)C1(C)C	3.6	0.0	-8.3	1.3
CC(=O)Nc1ccc2c(COC(=O)c3oc4ccccc4c3COC(C)C)cc(=O)oc2c1	2.8	0.3	-1.9	-0.8
CCN1C(=O)c2ccccc2S(=O)c2ccc(C(=O)N(C)C3CCCCC3)cc21 (stereo not drawn)	-18.5	-0.2	-14.9	0.7
C=CCSc1nnc(NC(=O)c2cccc(S(=O)(=O)N3CCCCC3)c2)s1	4.6	0.0	15.7	-1.5
COCC(C)n1c(C)cc(C(=O)COC(=O)c2ccc3ncsc3c2)c1C (stereo not drawn)	-1.3	-0.1	15.9	-1.7
O=C(O)c1cc(Br)ccc1NS(=O)(=O)c1ccc(Br)c2nsnc12	2.0	-0.1	-9.3	1.1
NC(=O)Cc1ccc(NC(=O)CCC(=O)O)cc1	4.1	0.1	2.8	0.7
COc1cc(NC(=O)c2cccc(C)c2)c(OC)cc1Cl	7.2	0.3	14.6	0.1
(further entries)
SMILES	TEAD-YAP inh	FBW7 activator	MITF inh	GPR151 ag
FC(F)(F)c1ccc(Cn2cnc3c(Nc4ccccc4)nc(N4CCC(N5CCOCC5)CC4)nc32)cc1	-6.2	-0.3	1.3	-0.2
COc1ccc(C(=O)Oc2ccc(/C=N/NC(=O)c3ccc(O)cc3)cc2[N+](=O)[O-])cc1	-21.3	0.1	-1.4	-8.2
Cc1ccc(C2CC(C(F)(F)F)n3nc(C(=O)Nc4cc(C(F)(F)F)ccc4Cl)cc3N2)cc1 (stereo not drawn)	1.9	0.0	15.8	-0.1
COC(=O)c1sc(=S)n(-c2ccccc2OC)c1N	5.6	0.5	3.0	-0.1
COC(=O)c1cccc2c1C(=O)N(c1ccc(OC)cc1)C2	-10.6	0.2	14.1	-0.1
CC1(C)CC(=O)C(/C=N/n2cnc3ccccc3c2=O)=C(O)C1	0.5	-0.1	-6.2	-0.6
C=CCNC(=O)N1CCc2nc(CCCC)c3c(c2C1)CO[C@@H](C)C3	.	-0.1	-5.0	2.6
COc1ccc(S(=O)(=O)N(C)C2CCS(=O)(=O)C2)cc1OC (stereo not drawn)	8.7	0.4	5.2	-0.7
O=c1c(Cl)c(NCc2ccc3c(c2)OCO3)cnn1C12CC3CC(CC(C3)C1)C2	-16.5	0.9	11.0	-0.7
Cc1ccc(NC(=O)c2sc3nc4c(c(-c5ccco5)c3c2N)CCCCC4)cc1C	2.0	0.2	-0.4	0.6
COc1cc(-c2oc3cc(O)cc(O)c3c(=O)c2O)ccc1O	-42.5&0.8	-0.2&-0.3	-2.8&-0.9	-6.3&1.6
Cc1ccc(N2C(=O)Cc3c2nc(N)c2c(N)nc(N4CCC(C)CC4)c(C#N)c32)cc1	20.6	-0.3	-7.7	1.0
COC(=O)c1cccn1-c1cccc(Cl)c1C#N	6.1	0.4	4.9	-1.5
COc1cc2ccccc2cc1C(=O)Nc1ccc(I)c(C)n1	1.4	-0.2	-14.7	2.4
C=CCn1cc(/C=c2\sc3n(c2=O)C(c2ccc(OC)c(OC)c2)C(C(=O)OCC)=C(C)N=3)c2ccccc21 (stereo not drawn)	3.2	0.0	5.3	-1.0
Cc1c2[nH]c(=O)c(Oc3ccc(C(=O)c4ccc(F)cc4)cc3)c-2n(-c2ccccc2)n1C	0.1	0.1	6.8	-0.3
